Assay outcomes: PubChem BioAssay, Broad Institute
PGC1a acetyl inh: lowers PGC1a acetylation signal in U2OS cells | AlphaScreen anti-acetyl-lysine; with virally co-expressed GCN5 acetyltransferase | inhibition, % at 15.6 µM | actives 0.17% (n = 350,000);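 active means every replicate shows inhibition of at least 40%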;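 further: 0% = neutral control wells and 100% = positive control wells; some results beyond the cut were filed as inactive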
Cneo AK release: Cryptococcus neoformans lysis via adenylate kinase release; C. neoformans lysis, adenylate kinase release luminescence, 4 h; normalised: neutral wells 0, clomiphene wells 100; lysis activity, % at 15 µM; actives 0.2% (n = 360,000);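 active means mean lysis activity across replicates of at least 80%, whatever share of replicates individually reach that level; inactive means mean lysis activity below 80%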
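read-out = cell lysis signal | test system = log-phase Cryptococcus neoformans yeast cells | input = cells at 5 × 10^6 per mL | medium = fresh YPD growth medium | signal = luminescent adenylate kinase detection reagent | timing = 4 h at 37 °C static, read 1 h later | dosing = single dose | controls = Clomiphene as positive lysis control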
S100A4 inh HTS: S100A4-myosin IIA interaction inhibition | P26447 | S100A4/TAMRA-MyoIIA peptide fluorescence polarization | inhibition, % at 10.7 µM | actives 0.14% (n = 360,000) | AID 652163;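 active means mean inhibition of at least 70% across replicates, with every replicate also reaching that level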
Target sequence (P26447 whole entry, looked up): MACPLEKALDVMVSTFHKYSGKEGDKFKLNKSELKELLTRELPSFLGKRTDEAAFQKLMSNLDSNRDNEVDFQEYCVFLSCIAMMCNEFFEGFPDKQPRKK
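Material: S100A4 monomer protein | Medium: HEPES pH 7.2 with CaCl2, KCl, NaCl, DTT, Triton | Reagent: Labelled myosin peptide probe, 5 nM | Doses: One dose per compound | Times: 5 min incubation before reading | Benchmarks: Neutral control DMSO, positive control TFP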
Statin myotox sup: suppression of simvastatin myotoxicity. C2C12 myotubes + simvastatin, ATP luminescence, 48 h; scaled: DMSO 0, geranylgeraniol control 100. rescue of ATP level, % at 7.49 µM. actives 0.78% (n = 330,000). AID 602340;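 active means mean ATP rescue above about 67%, or every replicate alone reaching that limit, limit read from the data, passing the limit was not always enough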;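 further: myotubes were challenged with 10 µM simvastatin during compound exposure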
ERAP1 HTS inh: blocks human ERAP1 aminopeptidase activity. AID 652197. Q9NZ08. actives 0.15% (n = 340,000). recombinant ERAP1, Leu-AMC fluorescence, 60 min. inhibition, % at 10.7 µM;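 active means mean replicate inhibition of at least 30%, or all replicates individually reaching that 30% level; inactive means mean below 30% and not every replicate reaching it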;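 further: 0% = neutral control wells and 100% = L-leucinethiol positive control wells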
SIRT5 inh: blocks human SIRT5 desuccinylation of peptide. Q9NXA8. Purified SirT5, succinyl-peptide AMC, trypsin-coupled fluorescence. inhibition, % at 15 µM. actives 1.1% (n = 330,000). AID 652115; in the data active means inhibition above about 15%
Target sequence (Q9NXA8 whole entry, looked up): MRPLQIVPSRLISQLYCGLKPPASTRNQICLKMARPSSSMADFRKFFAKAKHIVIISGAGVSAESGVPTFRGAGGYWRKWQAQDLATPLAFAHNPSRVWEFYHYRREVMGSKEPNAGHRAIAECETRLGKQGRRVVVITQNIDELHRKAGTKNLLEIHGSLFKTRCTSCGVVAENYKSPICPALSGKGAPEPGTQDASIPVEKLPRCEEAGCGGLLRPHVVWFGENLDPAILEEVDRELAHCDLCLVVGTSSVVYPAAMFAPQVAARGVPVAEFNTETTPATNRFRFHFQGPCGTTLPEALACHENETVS
LGR2 inh: blocks bursicon-induced cAMP signaling via Drosophila LGR2; actives 0.35% (n = 380,000); inhibition, % at 9.99 µM; HEK293 LGR2, CRE-luciferase, bursicon-stimulated, 4 h; AID 720647;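 active means drop in luminescence signal, shown as inhibition above about 50% in the replicate tests, limit read from the data, passing the limit was not always enough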;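 further: agonist challenge used bursicon conditioned medium at about half maximal strength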
XiGFP reactiv: reactivates the inactive X chromosome in mouse fibroblasts; XiGFP mouse fibroblasts, % GFP-positive cells imaging, 3 d; cells co-treated with 5-aza-dC sensitizer; scaled so ellipticine positive control = 100%; activation, % at 7.58 µM; actives 0.055% (n = 360,000);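 active means mean normalized replicate activation at least 10% and every replicate at or above 10%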;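 further: 0% = median of on-plate neutral control wells and 100% = ellipticine 6 µM median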
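material = 68-5-11 XiGFP fibroblast line | medium = DMEM plus 5-aza-dC sensitizer | schedule = 3 days compound exposure | benchmarks = positive control ellipticine, 6 µM final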
The depositor's hits bear a star; / = not tested or not shown; & = joins results of further samples. These rows are one share of the data; rates above refer to the full screens.

SMILES	PGC1a acetyl inh	Cneo AK release	S100A4 inh HTS	Statin myotox sup	ERAP1 HTS inh	SIRT5 inh	LGR2 inh	XiGFP reactiv
C/C(CCc1ccccc1)=N\NC(=O)C1C2CCCCC21 (configuration not stated)	-12.2	/	5.0	/	1.2	-4.5	-3.4	0.1
O=C(c1ccccc1S(=O)(=O)NCC(O)COc1ccc([N+](=O)[O-])cc1)N1CCCCC1 (configuration not stated)	/	-2.5	-1.2	-1.7	1.1	0.8	-14.1	/
CC(=O)c1ccc(N=Nc2ccc(N)cc2)cc1	-12.4	17.0	-4.8	10.2	2.2	-1.4	63.6*	-0.1
CCCn1nnc(NC(=O)c2ccc(OCC)c(Cl)c2)n1	-13.6	4.6	-1.2	-1.9	-2.4	-0.9	-3.9	/
Cc1ccc(S(=O)(=O)NCC[C@H]2CC[C@H](NC(=O)CCN3CCCCC3)[C@H](CO)O2)cc1	-2.1	56.9	3.9	4.4	-1.1	-1.4	4.8	0.1
O=C(C[C@H]1C=C[C@@H](NS(=O)(=O)c2ccc(F)cc2)[C@H](CO)O1)NCc1ccccc1F	0.5	/	-5.3	/	-2.9	4.9	-20.9	0.0
CCCN(C)C1CN(Cc2cn(Cc3cc(C)cc(C)c3)nn2)S(=O)(=O)C1 (configuration not stated)	/	/	-3.7	/	/	-1.3	6.9	0.1
Cc1ccc(C)c(NC(=O)COc2cccc3c2CCN(Cc2ccccc2C)C3=O)c1	-6.0	1.2	/	/	/	/	8.6	0.8
CCCCNC(=O)C1(C)CCCCN1C(=O)c1ccc(F)cc1Cl (configuration not stated)	12.2	0.1	3.2	2.4	-3.0	0.0	9.7	-0.2
C/C(=N\NC(=O)CCn1nnc2ccccc21)c1ccco1	9.9	-2.2	-2.7	7.6	0.8	-1.1	8.6	0.0
Cc1csc(SCC(=O)N(c2ccccc2)C(C)C)n1	0.2	-2.0	-4.7	8.6	-0.6	0.4	-7.1	-0.1
COc1ccc(NC(=O)Nc2ccc3c(c2)CC(=O)N([C@H](C)CO)C[C@@H](C)[C@H](CN(C)S(=O)(=O)c2c(C)noc2C)O3)cc1	1.2	43.5	-1.8	-5.6	-1.4	2.7	13.4	-0.2
CN1C(=O)C(C)(C)c2cc(S(=O)(=O)N3CCC(C(=O)NCc4ccc(Cl)cc4)CC3)ccc21	8.4	-7.0	-2.7	2.2	-1.8	-2.5	-5.0	0.3
CCOc1cc(C(=O)N(C)Cc2cc3cc(OC)ccc3[nH]c2=O)cc(OCC)c1OCC	-7.3	-1.6	/	-7.2	/	/	-6.5	/
CC(C)CNC(=O)COC(=O)c1c2c(nc3ccccc13)CCC2	/	0.1	-11.3	-12.8	-3.0	/	-7.8	0.1
O=C(NCc1cccnc1)C1c2ccccc2C(=O)N1C1CCCC1 (configuration not stated)	-11.0	-1.0	-1.7	2.2	-2.9	-1.0	4.7	0.3
Cc1ccc(NC(=O)C2CCC(=O)N2C(=O)OCc2ccccc2)cc1 (configuration not stated)	-1.1	3.6	-2.7	3.0	2.2	-2.5	13.1	0.4
CCC(=O)Nc1ccc2c(c1)C(=O)N(C)[C@@H]1CC[C@@H](CC(=O)N[C@@H](C)c3ccccc3)O[C@@H]1CO2	-17.4	12.2	-51.2	-3.7	3.3	1.8	14.2	0.4
Cc1noc(C)c1C(=O)OCC(=O)Nc1cccc(S(N)(=O)=O)c1	/	/	-3.8	/	-4.4	0.6	/	0.0
COc1ccc(S(=O)(=O)N2CCCC2C(=O)Nc2nc3c(s2)CCCC3)cc1 (configuration not stated)	5.2	10.7	/	5.9	/	/	-0.6	/
COc1ccc(Br)cc1CNC(=O)Cc1c(C(=O)O)[nH]c2ccc(Cl)cc12	13.2	/	-1.7	/	4.8	-5.6	16.0	0.1
COc1ccccc1-n1cnc2cc(NC(=O)c3ccco3)ccc21	-7.2	0.9	-6.1	-46.0	0.9	1.0	-43.2	/
CCOc1ccccc1CNC(=O)C1Cc2cc(S(=O)(=O)N3CCCCC3)ccc2N1C(C)=O (configuration not stated)	0.2	-0.2	-1.5	-6.0	4.7	-7.0	-0.5	0.1
O=C(CSc1nc(-c2ccc(F)cc2)cc(C(F)(F)F)n1)NCc1cccs1	-14.8	74.8	/	-8.7	/	/	13.6	0.0
Nc1c(C(=O)Nc2cccc(Cl)c2Cl)sc2nc(-c3cccnc3)ccc12	-2.2	-3.3	-2.6	/	4.7	-3.2	1.6	0.1
COc1ccc(CC(=O)NCC(=O)Nc2ccccc2Br)cc1	/	0.9	0.8	9.6	3.0	-2.3	4.7	0.2
CC(=O)C(Sc1nnnn1-c1ccccc1)C(C)=O	0.7	-3.7	-13.0	5.4	/	-3.2	-1.5	0.1
O=C(Nc1cc(S(=O)(=O)N2CCOCC2)ccc1N1CCOCC1)c1ccc(S(=O)(=O)N2CCCCC2)cc1	/	/	-3.8	/	2.5	-2.9	-0.8	0.2
c1cc(-c2nsc(-c3ccncc3)n2)ccn1	4.6	1.0	-2.8	2.9	/	-4.6	1.3	0.2
Cc1ccc(S(=O)(=O)N(C)C[C@@H]2Oc3c(NC(=O)C4CCOCC4)cccc3C(=O)N([C@H](C)CO)C[C@H]2C)cc1	-0.8	2.4	-6.4	-28.9	-0.7	3.6	20.8	0.1
CCCC#Cc1ccc([C@H]2[C@H](CO)N3CCCCN(Cc4ccncc4)C[C@@H]23)cc1	5.2	-3.1	-9.8	-7.3	2.8	-0.2	-22.4	0.2
O=C(Cn1ncc2c1-c1ccccc1OC2)N1CCN(Cc2ccccc2)CC1	/	/	-0.6	3.9	-2.8	-8.8	-1.4	0.1
COc1ccc(CNCCC(c2ccc(F)cc2)c2ccc(OC(C)C)cc2)cc1OC (configuration not stated)	0.4	-1.0	-13.9	/	-1.8	/	/	0.3
O=C(N[C@@H]1CC[C@H](CCNS(=O)(=O)c2ccccc2Cl)O[C@H]1CO)c1ccc(F)cc1	11.0	-7.5	3.5	2.9	-0.5	-1.4	16.4	0.2
OCC(CO)c1cnnc2ccccc12	12.2	3.7	16.6	6.9	-3.3	-1.0	-5.8	1.0
CCCCN(C(=O)CSc1nc(CCC)cc(=O)[nH]1)c1c(N)n(Cc2ccccc2)c(=O)[nH]c1=O	-4.9	0.6	-2.7	-3.7	0.5	/	/	0.0
COc1ccccc1N1CCN(CCN(C(=O)C2CCCCC2)c2ccccn2)CC1	-21.7&5.9	1.4&-0.2	2.7&-2.7	10.2&1.6	-5.0&-4.3	-2.1&-4.6	-0.8&0.6	0.0&0.0
O=C([C@@H]1[C@@H](CO)[C@@H]2Cn3c(cccc3=O)[C@H]1N2CC1CCCC1)N1CCCCC1	/	14.1	2.4	-9.4	0.4	-3.1	6.8	0.0
CN(Cc1ccccc1)C(=O)CSc1nc2ccccc2[nH]1	/	-1.1	4.4	9.6	0.8	-0.4	-16.7	0.0
C[C@H]1CN([C@@H](C)CO)C(=O)Cc2cc(NC(=O)Nc3ccccc3)ccc2O[C@H]1CN(C)S(=O)(=O)c1cccs1	4.1	7.0	29.3	-25.4	-4.7	8.6	-26.8	0.2
C[C@@]12CCC=C[C@H]1[C@H](c1ccc3ccccc3c1)N(Cc1ccccc1)C2=O	-6.6	-3.8	0.4	2.3	-0.9	/	23.8	0.1
O=C(CCc1ccccc1)OCC(=O)c1ccc(Br)cc1	-6.9	/	-11.4	-2.8	-1.4	2.3	-1.8	0.0
CCCn1c(SCC(=O)Nc2ccccc2Cl)n[nH]c1=O	/	/	0.9	7.0	-0.4	-3.8	0.7	0.2
O=C(NC(=O)N1CCCCC1)c1ccc(Cl)cc1	5.0	4.3	4.6	/	-1.4	-1.0	-21.0	-0.1
Nc1ncnc2c1ncn2-c1ccccc1Cl	2.6	-0.6	0.7	5.3	-8.3	4.4	-5.0	0.2
COC(=O)c1ccc(NC(=S)NC(=O)c2c(Cl)cnn2C)cc1	/	/	-3.9	/	-7.2	-1.9	-0.7	0.3
CC=Cc1ccc2n(c1=O)C[C@H]1[C@H](CO)[C@@H](C(=O)N3CCOCC3)N(CC3CC3)[C@@H]21 (mixture of isomers)	/	84.0*	31.9	-3.8	2.5	0.0	-9.6	-0.1
CC(=O)Nc1ccc(NC(=O)CSc2nnc(NC(=O)c3ccco3)s2)cc1	4.8	1.3	0.0	-5.9	-3.7	-1.5	8.3	0.3

Full records, looked up by structure. Values in the order: PGC1a acetyl inh, Cneo AK release, S100A4 inh HTS, Statin myotox sup, ERAP1 HTS inh, SIRT5 inh, LGR2 inh, XiGFP reactiv
CN(Cc1ccccc1)C(=O)CSc1nc2ccccc2[nH]1 in the list: /, -1.1, 4.4, 9.6, 0.8, -0.4, -16.7, 0.0
CCCn1c(SCC(=O)Nc2ccccc2Cl)n[nH]c1=O in the list: /, /, 0.9, 7.0, -0.4, -3.8, 0.7, 0.2
CC=Cc1ccc2n(c1=O)C[C@H]1[C@H](CO)[C@@H](C(=O)N3CCOCC3)N(CC3CC3)[C@@H]21 (mixture of isomers) in the list: /, 84.0*, 31.9, -3.8, 2.5, 0.0, -9.6, -0.1
O=C(CCc1ccccc1)OCC(=O)c1ccc(Br)cc1 in the list: -6.9, /, -11.4, -2.8, -1.4, 2.3, -1.8, 0.0

Carrying on.
SMILES	PGC1a acetyl inh	Cneo AK release	S100A4 inh HTS	Statin myotox sup	ERAP1 HTS inh	SIRT5 inh	LGR2 inh	XiGFP reactiv
COc1cc(/C=C/C(=O)O)cc(S(=O)(=O)NC2CC2)c1OC	-3.5	2.2	/	7.6	/	/	-4.6	0.1
CCOC(=O)N1CCN(C(=O)C[C@H]2C[C@@]3(C(=O)OC)C(=C[C@H](COCc4ccccc4)O[C@@H]3C)N(CCC3=CCCCC3)C2=O)CC1	/	/	2.0	/	-3.9	/	15.0	0.1
ClC(CCN1CCN(Cc2ccccc2)CC1)c1ccccc1 (configuration not stated)	4.9	/	-4.8	/	-3.1	-3.3	-4.5	0.4
COCCN(C(=O)CSc1ncc(C(F)(F)F)cc1Cl)c1c(N)n(Cc2ccccc2)c(=O)[nH]c1=O	-7.6	/	-3.3	/	0.8	-3.9	/	0.0
CN(C)CCCN(C(=O)COc1ccc(Cl)cc1)c1nc2c(F)cccc2s1	4.9	/	0.2	/	-2.6	-0.8	-4.3	-0.1
CCN(CC)CCCNC(=O)Cn1cnc2sc(C)c(S(=O)(=O)N3CCN(c4ncccn4)CC3)c2c1=O	-12.8	3.8	5.4	6.6	-1.6	1.0	19.5	0.0
O=C(COC(=O)c1cncc(Br)c1)Nc1ccc(S(=O)(=O)N2CCOCC2)cc1	5.3	-1.5	-2.8	-4.2	3.4	/	-1.8	0.0
OCC1OC(n2cnc3c(NC4CCCC4)ncnc32)C(O)C1O (configuration not stated)	-1.0	-1.2	-0.3	-7.5	-3.4	-4.6	5.3	-0.1
O=C(NC1CCCCC1)NC12CC3CC(CC(C3)C1)C2	/	-4.4	2.3	/	7.4	-3.1	-2.9	0.2
COc1ccc(CN(C)C[C@H]2Oc3ccc(NC(=O)CCN4CCOCC4)cc3C(=O)N([C@@H](C)CO)C[C@@H]2C)cc1	6.2	1.0	-0.5	12.5	-1.0	/	0.9	-0.1
Cc1ccc(CN2CC(C(=O)N3CC=C(c4ccccc4)CC3)CC2=O)cc1 (configuration not stated)	/	5.8	-4.1	/	0.2	-4.7	12.0	0.2
CCN(CC)CC1(O)CCN(C(=O)c2ccc(Cl)c(Cl)c2)CC1	/	/	4.1	/	-0.7	0.9	0.1	0.1
